Mm-Cpn inhibitor: M. maripaludis TRiC chaperonin inhibition | purified Mm-Cpn ATPase, ADP Transcreener TR-FRET | Potency, µM (doses to about 76.9 µM), inactives show at the highest dose activity, negative = inhibition, most hits filed as inhibitors | 0.031% of 330,000 active; also: potency is read from the fitted curve at half-maximal effect; % is scaled to controls: 0 for no effect and ±100 for the full control effect; nearly all actives have a fitted effect of over 80% in size
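Purified archaeal chaperonin (25 nM final) was preincubated with compound for 10 min at 37°C, then ATP (10 uM final) was added for 30 min at 37°C in Tris pH 7.4/KCl/MgCl2/DTT buffer. ADP was quantified by HTRF Transcreener TR-FRET.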
PI5P4Ka inh: PI5P4K alpha (human) kinase inhibition; P48426; PI5P4Kalpha enzyme, ADP-Glo luminescence, 60 min; active compounds read low; max response, %; 1.2% of 330,000 active; active = max response of -50% or lower; inconclusive = between -30% and -50%; inactive = -30% or higher; also: value at the top dose of about 77 µM; % is scaled to controls: 0 for no effect and ±100 for the full control effect
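qHTS, 1536-well: enzyme/substrate mix, compound by pin tool, 5 microM ATP final; RT 60 min; ADP-Glo reagents 1 (45 min) then 2 (30 min); luminescence.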
CCT chaperon mod: cytosolic chaperonin activity modulation; activity change, % (test concentration not listed), hits read low; 0.3% of 360,000 active; purified chaperonin ATPase assay, HTRF ADP detection, 30 min; in the data active = activity change below about -30%; also: % is scaled to controls: 0 for no effect and ±100 for the full control effect
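Enzyme 40 or 20 nM (batch-dependent) in Tris pH 7.4/KCl/MgCl2/DTT; cpd 76 uM single point; ATP 10 uM; 30 min 37 °C; Transcreener ADP HTRF detection, 30 min RT; ratio 665/615.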
WRN inhibitor: blocks human WRN helicase; Q14191; WRN helicase unwinding, fluorescent forked duplex, kinetic; Potency, µM (titrated, usually from 114 µM), for inactives: at the top dose activity change, negative = inhibition, most hits filed as inhibitors; 0.46% of 360,000 active; AID 651768; also: potency is read from the fitted curve at half-maximal effect; % is scaled to controls: 0 for no effect and ±100 for the full control effect; nearly all actives have a fitted effect of over 55% in size
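Fluorescence dequenching readout, ex 525 nm/em 598 nm, kinetic mode: forked duplex DNA (100 nM final) with adjacent fluorophore and quencher unwound by WRN (20 nM final) with 2 mM ATP. Compound preincubation 15 min, room temperature.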
EPAC2 antagonist: blocks human EPAC2 exchange factor | Q8WZA2 | EPAC2 GEF exchange of Rap1B-BODIPY-GDP, fluorescence | Potency, µM (highest dose often 114 µM), for the others: at the top dose activity, negative = inhibition, usual class: inhibitors | 0.18% of 360,000 active | AID 720708; also: potency is read from the fitted curve at half-maximal effect; % is scaled to controls: 0 for no effect and ±100 for the full control effect; nearly all actives have a fitted effect of over 45% in size; many of its hits are not listed in these tables
Target sequence (Q8WZA2 whole entry, looked up): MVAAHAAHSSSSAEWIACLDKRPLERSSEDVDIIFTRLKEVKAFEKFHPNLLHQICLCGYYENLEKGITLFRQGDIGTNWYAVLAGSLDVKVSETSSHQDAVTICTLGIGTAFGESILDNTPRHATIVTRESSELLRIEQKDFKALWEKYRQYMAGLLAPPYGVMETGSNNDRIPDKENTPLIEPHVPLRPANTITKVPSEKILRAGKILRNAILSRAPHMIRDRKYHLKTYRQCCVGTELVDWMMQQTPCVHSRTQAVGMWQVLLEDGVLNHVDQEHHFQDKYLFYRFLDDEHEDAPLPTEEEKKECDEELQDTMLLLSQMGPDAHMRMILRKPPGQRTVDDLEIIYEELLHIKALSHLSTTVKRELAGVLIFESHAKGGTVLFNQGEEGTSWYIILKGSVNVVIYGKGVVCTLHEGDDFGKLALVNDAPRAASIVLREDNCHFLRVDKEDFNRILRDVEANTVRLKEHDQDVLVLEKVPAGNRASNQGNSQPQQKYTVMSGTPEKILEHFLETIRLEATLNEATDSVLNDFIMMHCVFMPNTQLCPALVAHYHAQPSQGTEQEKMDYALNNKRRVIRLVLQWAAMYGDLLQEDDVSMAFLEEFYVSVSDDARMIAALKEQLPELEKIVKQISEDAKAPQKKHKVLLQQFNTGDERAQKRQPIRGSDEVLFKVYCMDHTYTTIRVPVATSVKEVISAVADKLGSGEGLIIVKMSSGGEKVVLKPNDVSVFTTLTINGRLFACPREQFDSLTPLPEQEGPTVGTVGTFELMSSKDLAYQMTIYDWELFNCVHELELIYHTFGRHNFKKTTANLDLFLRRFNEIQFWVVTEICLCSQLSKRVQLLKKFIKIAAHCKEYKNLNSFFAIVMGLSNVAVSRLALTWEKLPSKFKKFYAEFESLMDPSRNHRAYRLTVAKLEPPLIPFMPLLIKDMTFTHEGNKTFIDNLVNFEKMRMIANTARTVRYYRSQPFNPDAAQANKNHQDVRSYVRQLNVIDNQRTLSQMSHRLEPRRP
EPAC1 ag: activates human EPAC1 exchange factor | 0.073% of 360,000 active | Potency, µM (highest dose often 154 µM), for inactives: top-dose activation, hits mostly activators | AID 720707 | O95398 | EPAC1 agonist qHTS, biochemical assay; response scale: 100% = response to 6.5 mM cAMP; also: potency is read from the fitted curve at half-maximal effect; nearly all actives have a fitted effect of over 60% in size
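Normalized to 6.5 mM cAMP, activity reflects EPAC1-catalysed release of BODIPY-GDP from Rap1B, followed kinetically over 30 min at 480 nm excitation, 540 nm emission. Reaction contained 100 nM EPAC1, 250 nM Rap1B-BODIPY-GDP, 50 uM GDP.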
PLK1 PBD block: inhibitors of human PLK1 polo-box domain binding; P53350; Plk1 PBD binding of FITC phosphopeptide, fluorescence polarization; Potency, µM, for the others: max response, negative = inhibition, most hits filed as inhibitors; 2.8% of 360,000 active; AID 720504; also: potency is read from the fitted curve at half-maximal effect; series mostly up to about 57 µM; % is scaled to controls: 0 for no effect and ±100 for the full control effect; nearly all actives have a fitted effect of over 65% in size
EPAC1 antagonist: blocks human EPAC1 exchange factor; O95398; EPAC1 GEF assay, Rap1b-BODIPY-GDP exchange fluorescence; Potency, µM (doses to about 115 µM), for inactives: at the top dose activity change, negative = inhibition, most hits filed as inhibitors; 0.14% of 360,000 active;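 also: potency is read from the fitted curve at half-maximal effect; plate controls were vehicle for no effect and positive control for full effect; nearly all actives have a fitted effect of over 50% in size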
* hit, by the source's call; ? = inconclusive; . = no result given; & = joins results of further samples; [ ] = dose if it differs, or a comment. Unless noted, calls follow the shape of the dose curve; as a rule, active = well fitted curve in the direction sought with a large enough effect; inconclusive = small, poorly fitted or top-dose-only effect, or another doubt; inactive = no such curve, though single readings can be large; an effect the other way counts as inactive or inconclusive. A portion of the library (hit frequency here may not be typical).

Field names – A = Mm-Cpn inhibitor; B = PI5P4Ka inh; C = CCT chaperon mod; D = WRN inhibitor; E = EPAC2 antagonist; F = EPAC1 ag; G = PLK1 PBD block; H = EPAC1 antagonist
Cc1cc2nnc(SCc3ccc4c(c3)OCO4)n2c2ccccc12
  A: .; B: 0; C: -0.6; D: -12%; E: 2%; F: 7%; G: -6%; H: -4%

COC(=O)N/N=C(\C)c1ccc(OC(F)F)cc1OC(F)F
  A: 0%; B: -3; C: 0.6; D: -16%; E: 6%; F: -2%; G: 4%; H: 1%

COc1cc(C2NC(=O)NC(C)=C2C(=O)OCc2ccc(C)cc2)cc(OC)c1O (stereo not given)
  A: 1%; B: .; C: 0.7; D: -5%; E: 5%; F: -6%; G: 1%; H: 6%

CC(Nc1nc(N2CCCCC2)nc2ccccc12)c1ccccc1 (stereo not given)
  A: -1%; B: 0; C: -1.2; D: 7%; E: -7%; F: -1%; G: -3%; H: -5%

COc1cccc(N(CC(=O)NCCSc2ccccc2)S(C)(=O)=O)c1
  A: 0%; B: .; C: -2.3; D: 3%; E: 1%; F: -1%; G: 2%; H: 6%

Cc1ccc(NC(=O)CCC(=O)n2nc(C)cc2C)c(C)c1
  A: 0%; B: .; C: -2.6; D: -8%; E: 10%; F: 14%; G: -3%; H: 13%

O=C(Nc1ccccc1)/C(=C/c1ccc([N+](=O)[O-])cc1)NC(=O)c1ccco1
  A: -1%; B: 0; C: -0.7; D: 1%; E: 17%; F: -3%; G: -5%; H: 8%

CCCOc1ccc(S(=O)(=O)N2C(=O)CC(=O)N(Cc3ccc(OCC)cc3)C2=O)cc1
  A: -1%; B: 1; C: -0.3; D: -15%; E: 1%; F: 0%; G: -13%; H: -15%

C/C(=N/NC(=O)CNS(=O)(=O)c1ccc(C)cc1)c1cccc([N+](=O)[O-])c1
  A: -1%; B: 3; C: -1.4; D: 4%; E: -7%; F: 2%; G: -5%; H: -2%

Cc1cc(C)c2nc(NC(=O)C3CSC4(C)CCC(=O)N34)sc2c1 (stereo not given)
  A: -3%; B: 0; C: 0.8; D: -1%; E: 0%; F: -2%; G: -5%; H: -24%

Cc1cccc(NC(=O)c2sc(Cl)nc2-c2ccccc2)c1
  A: ?; B: 11; C: -24; D: 3%; E: -14%[57.1 µM]; F: 7%; G: -3%; H: 4%

Cc1onc(-c2ccccc2Cl)c1C(=O)N1CCN(c2ccccc2)CC1
  A: -2%; B: .; C: -2.2; D: 0%; E: -3%; F: 2%; G: -8%; H: -1%

COc1ccc(NC(=O)CSc2nnc(-c3ccccc3)n2N)cc1
  A: -1%; B: 4; C: -0.2; D: -15%; E: -9%; F: 6%; G: -27%; H: -10%

O=c1c2cc(Cl)ccc2nc(-c2ccc([N+](=O)[O-])cc2)n1O
  A: -3%; B: 2; C: -10; D: -6%; E: 6%; F: 6%; G: -23%; H: -9%

Cc1ccc(NC(=O)CCOc2ccccc2)cc1S(=O)(=O)Nc1ccccc1Cl
  A: 2%; B: 0; C: -1.8; D: -35%; E: -7%; F: 10%; G: -8%; H: -22%

CCN1CCN(Cc2ccc(NC(=O)c3ccc(C)c(NC(=O)N4CCNC4=O)c3)cc2C(F)(F)F)CC1
  A: -1%&0%; B: -4&-4&12; C: 0.4&-0.5&1.7; D: 0%&-1%&9%; E: 1%&-1%&13%; F: 3%&-14%&-12%; G: -8%&-1%&-14%; H: 1%&-20%&-9%

Cc1ccccc1NC(=O)C(=O)NCCc1ccccc1
  A: 0%; B: 1; C: -1.3; D: -5%; E: -3%; F: 11%; G: -8%; H: ?

Cc1ccc(/C=C/c2nnc(-c3cccc(C)c3)o2)cc1
  A: 0%; B: .; C: -2.1; D: -4%[57.1 µM]; E: -3%; F: -1%; G: -1%; H: 4%

CCCCNC(=O)COC(=O)c1cc(C)nc2ccccc12
  A: -1%; B: .; C: 0.4; D: -3%; E: 4%; F: -1%; G: -2%; H: 0%

CCCNC(=O)C1(C)CCN(C(=O)c2ccc3c(c2)CCO3)C1 (stereo not given)
  A: .; B: 1; C: -0.4; D: -3%; E: -3%; F: 5%; G: -2%; H: -15%

COc1ccc(C(=O)NCCc2ccccc2)cc1OC
  A: 1%; B: 0; C: 0.6; D: 6%; E: 8%; F: 0%; G: -1%; H: 12%

COCCn1c(=O)[nH]c2cc(C(=O)Nc3cc(OC)c(OC)c(OC)c3)ccc2c1=O
  A: 2%; B: -4; C: -2.5; D: -8%; E: -15%; F: 1%; G: -5%; H: -5%

CCn1c(SCC(=O)Nc2cc(C)on2)nc2c(c1=O)SC(C)C2 (stereo not given)
  A: -2%; B: .; C: 0.2; D: -10%; E: -3%; F: 0%; G: 2%; H: 3%

O=C(Nc1cccc(Cl)c1)c1cc(N=Nc2ccc([N+](=O)[O-])cc2Cl)ccc1O
  A: -3%; B: ?; C: -0.7; D: -35%; E: ?; F: -4%; G: ?; H: ?

COC1=CC(=Cc2c(N)n3nc(CC(=O)N4CCCCC4)sc3nc2=O)C=C(OC)C1=O
  A: -2%; B: -58*; C: -2.9; D: -10%[11.6 µM]; E: 6%; F: 1%; G: 79%[activator]; H: -8%

Three of the entries above in order of the WRN inhibitor value, falling:
| SMILES | WRN inhibitor |
| --- | --- |
| CC(Nc1nc(N2CCCCC2)nc2ccccc12)c1ccccc1 (stereo not given) | 7% |
| CCCNC(=O)C1(C)CCN(C(=O)c2ccc3c(c2)CCO3)C1 (stereo not given) | -3% |
| Cc1ccc(NC(=O)CCOc2ccccc2)cc1S(=O)(=O)Nc1ccccc1Cl | -35% |

The listing picks up, repeating the 3 entries before the break.
Field names – A = Mm-Cpn inhibitor; B = PI5P4Ka inh; C = CCT chaperon mod; D = WRN inhibitor; E = EPAC2 antagonist; F = EPAC1 ag; G = PLK1 PBD block; H = EPAC1 antagonist
CCn1c(SCC(=O)Nc2cc(C)on2)nc2c(c1=O)SC(C)C2 (stereo not given)
  A: -2%; B: .; C: 0.2; D: -10%; E: -3%; F: 0%; G: 2%; H: 3%

O=C(Nc1cccc(Cl)c1)c1cc(N=Nc2ccc([N+](=O)[O-])cc2Cl)ccc1O
  A: -3%; B: ?; C: -0.7; D: -35%; E: ?; F: -4%; G: ?; H: ?

COC1=CC(=Cc2c(N)n3nc(CC(=O)N4CCCCC4)sc3nc2=O)C=C(OC)C1=O
  A: -2%; B: -58*; C: -2.9; D: -10%[11.6 µM]; E: 6%; F: 1%; G: 79%[activator]; H: -8%

Cc1nc(N2CCN(C(=O)CCC(=O)O)CC2)c2c(C)c(C)sc2n1
  A: 0%; B: .; C: 0.1; D: -6%; E: 6%; F: 5%; G: -1%; H: 6%

CN(C)S(=O)(=O)N1CCCC(C(=O)c2ccc(C(F)(F)F)cc2)C1 (stereo not given)
  A: 3%; B: 5; C: -3.0; D: 4%; E: -3%; F: -8%; G: -3%; H: 2%

CCCCn1c(N)c(N(CCOC)C(=O)c2nn(CC)c(=O)c3ccccc23)c(=O)[nH]c1=O
  A: 1%; B: 4; C: -4.6; D: 1%; E: 9%; F: 2%; G: -8%; H: -25%

Cc1ccc(CN2CCN(/N=C/c3ccccc3)CC2)cc1
  A: 2%; B: 6; C: 1.4; D: -3%; E: -19%; F: 2%; G: 1%; H: -3%

Cc1cccc(C)c1NC(=O)COC(=O)c1c2c(nc3ccccc13)/C(=C\c1ccc3c(c1)OCO3)CCC2
  A: -1%; B: 11; C: -1.6; D: -7%; E: 9%; F: -8%; G: 8%; H: -21%

COc1ccc(NC(=O)C(CC(C)C)NC(=O)c2ccccc2C)cn1 (stereo not given)
  A: 0%; B: 5; C: -0.5; D: 7%[57.1 µM]; E: 3%; F: -11%; G: -5%; H: 4%

Cc1c(C(=O)OCc2ccccc2)nnn1-c1nonc1N
  A: 1%; B: -1; C: -0.4; D: -6%; E: -2%; F: 2%; G: 1%; H: -5%

O=C(Cc1cccs1)N(Cc1cccs1)C1(C(=O)NC2CCCCC2)CCCCC1
  A: 3%; B: 0; C: -5.6; D: 2%; E: 10%; F: -4%; G: -14%; H: 0%

O=C(CN(Cc1ccccc1)C(=O)CNS(=O)(=O)c1ccccc1)NCc1ccco1
  A: 4%; B: -10; C: -0.8; D: 6%; E: 11%; F: -6%; G: -30%; H: -9%

COc1cccc(CN2C(=O)C(C)N(C(=O)c3ccccc3)c3ccccc32)c1 (stereo not given)
  A: -17%; B: 3; C: -1.6; D: 2%; E: -17%; F: 12%; G: -12%; H: -22%

O=C(NCc1ccccc1)C(c1ccccc1)N(C(=O)c1csnn1)c1ccccc1 (stereo not given)
  A: 0%; B: -4; C: -1.3; D: 10%; E: -18%; F: 3%; G: -20%; H: 22%

CCOC(=O)CN1C(=O)N[C@@H](c2ccco2)C(C(=O)OC)=C1C
  A: .; B: -2; C: 0.2; D: 3%; E: 5%; F: 4%; G: 1%; H: 5%

CC(=O)N1N=C(c2cccc([N+](=O)[O-])c2)OC1c1ccc(Br)cc1 (stereo not given)
  A: 3%; B: 0; C: -2.3; D: -1%; E: -4%; F: -2%; G: 1%; H: -8%

Cc1ccc(-n2nnc3c(=O)n(CC(=O)NCc4ccco4)cnc32)cc1
  A: 0%; B: -7; C: 0.6; D: -14%; E: 15%; F: -9%; G: -4%; H: 3%

COc1cc(/C=C/C(=O)Nc2ccc3nc4n(c(=O)c3c2)CCCC4)cc(OC)c1OC
  A: 2%; B: -6; C: -2.3; D: -10%; E: 2%; F: 2%; G: 6%; H: -7%

COc1ccc(CN=Cc2[nH]c3ccc(Br)c(Cl)c3c2O)cc1
  A: -3%; B: .; C: 0.1; D: -31%; E: -12%; F: 9%; G: ?; H: -4%

Cn1c2ccccc2c2cnn(CC(=O)Nc3ccccc3Br)c(=O)c21
  A: -1%; B: -1; C: -1.0; D: 5%; E: 9%; F: 3%; G: -10%; H: -20%

CN(C)c1ccc(NC(=O)c2ccc3nsnc3c2)cc1
  A: -4%; B: .; C: 0.1; D: -2%; E: 0%; F: 2%; G: -7%; H: 1%

Cc1csc(NC(=O)COc2ccc3c(C)cc(=O)oc3c2)n1
  A: -1%; B: .; C: -3.0; D: -1%; E: 4%; F: 3%; G: -4%; H: 4%

COc1c(Cl)cccc1-c1cn2ccccc2n1
  A: 0%; B: 0; C: -1.2; D: -7%; E: 3%; F: -5%; G: 2%; H: -19%

OCCCn1c(C2CCCN2c2nc(-c3ccc(F)cc3)cs2)nc2cc(C(F)(F)F)ccc21 (stereo not given)
  A: .; B: -21; C: -1.1; D: -14%; E: -10%; F: -6%; G: ?; H: -7%

O=C(O)c1nn(CC(=O)N2CCN(c3ncc(C(F)(F)F)cc3Cl)CC2)c(=O)c2ccccc12
  A: 0%; B: 5; C: 2.6; D: -4%; E: 9%; F: -12%; G: 2%; H: ?
